PI5P4K alpha inh = blocks human PI5P4K alpha kinase activity; PI5P4Kalpha enzyme, ADP-Glo luminescence, 60 min; active compounds read low; P48426; max response, %; hit rate 1.2% among 330,000; active = max response of -50% or lower; inconclusive = between -30% and -50%; inactive = -30% or higher; also: value at the top dose of about 77 µM; % is scaled to controls: 0 for no effect and ±100 for the full control effect
Target sequence (P48426 whole entry, looked up): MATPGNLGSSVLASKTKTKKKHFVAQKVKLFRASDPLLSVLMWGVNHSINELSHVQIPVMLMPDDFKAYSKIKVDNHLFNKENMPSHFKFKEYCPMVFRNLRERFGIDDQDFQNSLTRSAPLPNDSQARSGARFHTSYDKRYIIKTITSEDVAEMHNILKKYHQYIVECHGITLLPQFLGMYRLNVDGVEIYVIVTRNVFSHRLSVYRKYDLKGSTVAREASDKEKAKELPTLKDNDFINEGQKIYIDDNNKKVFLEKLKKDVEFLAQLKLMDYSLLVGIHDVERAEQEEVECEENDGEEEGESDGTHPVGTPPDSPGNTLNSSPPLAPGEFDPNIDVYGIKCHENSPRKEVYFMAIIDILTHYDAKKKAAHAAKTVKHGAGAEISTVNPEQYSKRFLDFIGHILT
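Human PI5P4Kalpha with substrate in 0.038 M HEPES pH 7.4, 0.28 mM EGTA, 0.1% CHAPS, 5% DMSO; reaction started with 5 microM ATP (final), 60 min at room temperature. ADP formed read by ADP-Glo luminescence.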
IL-2 act = activates IL-2 in a cell-based reporter assay; IL-2 activation reporter assay, cell-based qHTS; stimulated with anti-CD3/CD4/CD28 beads; in transgenic mouse T cells; activation, % (series mostly up to about 46 µM); hit rate 0.065% among 360,000; AID 652025; in the data active = activation above about 50%; inconclusive = mostly about 30% to 49%; also: 0% is about no effect
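Unstimulated transgenic mouse T cells; 60-min compound exposure; bead-based TCR/CD4/CD28 stimulation; 18 h culture, 37 degrees C; dual fluorescence (EGFP, DsRed) plate cytometry.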
EPAC1 ag = EPAC1 (human) agonism. O95398. EPAC1 agonist qHTS, biochemical assay; response scale: 100% = response to 6.5 mM cAMP. hit rate 0.073% among 360,000. Potency, µM (doses to about 154 µM), without a hit: top-dose activation, usual class: activators; also: potency is read from the fitted curve at half-maximal effect; nearly all actives have a fitted effect of over 60% in size
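Read-out is the fluorescence drop as BODIPY-GDP leaves Rap1B (480 nm excitation, 540 nm emission), recorded every 5 minutes over 30 minutes. Reactions held 100 nM EPAC1, 250 nM Rap1B–BODIPY-GDP and 50 uM GDP, with 6.5 mM cAMP setting full activation.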
EPAC1 antagonist = blocks human EPAC1 exchange factor | O95398 | EPAC1 GEF assay, Rap1b-BODIPY-GDP exchange fluorescence | Potency, µM (top dose mostly 115 µM), for inactives: top-dose activity change, negative = inhibition, usual class: inhibitors | hit rate 0.14% among 360,000 | AID 720709;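 also: potency is read from the fitted curve at half-maximal effect; plate controls were vehicle for no effect and positive control for full effect; nearly all actives have a fitted effect of over 50% in size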
PLK1 PBD block = PLK1 (human) polo-box domain binding inhibition; Potency, µM, for the others: max response, negative = inhibition, actives largely listed as inhibitors; AID 720504; Plk1 PBD binding of FITC phosphopeptide, fluorescence polarization; P53350; hit rate 2.8% among 360,000; also: potency is read from the fitted curve at half-maximal effect; series mostly up to about 57 µM; % is scaled to controls: 0 for no effect and ±100 for the full control effect; nearly all actives have a fitted effect of over 65% in size
Target sequence (P53350 whole entry, looked up, the tested form may be a part): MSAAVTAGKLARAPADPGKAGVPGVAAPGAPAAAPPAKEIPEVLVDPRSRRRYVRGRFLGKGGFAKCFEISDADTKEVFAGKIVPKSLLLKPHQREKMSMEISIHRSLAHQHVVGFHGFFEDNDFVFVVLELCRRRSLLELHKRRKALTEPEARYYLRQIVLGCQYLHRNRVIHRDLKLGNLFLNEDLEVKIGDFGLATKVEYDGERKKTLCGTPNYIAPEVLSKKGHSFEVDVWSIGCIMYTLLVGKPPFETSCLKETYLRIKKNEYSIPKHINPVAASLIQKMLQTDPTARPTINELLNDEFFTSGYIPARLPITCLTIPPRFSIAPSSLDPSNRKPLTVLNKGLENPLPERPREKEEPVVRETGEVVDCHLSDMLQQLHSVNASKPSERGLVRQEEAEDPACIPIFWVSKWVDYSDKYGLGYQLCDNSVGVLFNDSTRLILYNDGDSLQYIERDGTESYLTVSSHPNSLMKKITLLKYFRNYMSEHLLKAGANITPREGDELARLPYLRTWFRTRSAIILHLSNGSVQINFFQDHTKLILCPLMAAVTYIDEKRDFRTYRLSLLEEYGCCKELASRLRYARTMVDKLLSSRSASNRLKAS
FUS suppressor = rescues growth of FUS-expressing yeast. S. cerevisiae FUS-expressing, growth rescue, OD600, 24 h. Potency, µM (titrated, usually from 76.6 µM), for the others: at the top dose growth rescue (activation), most hits filed as activators. hit rate 0.24% among 390,000. AID 1347120;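 also: potency is read from the fitted curve at half-maximal effect; plate controls were DMSO vehicle for no effect and reference control for full effect; nearly all actives have a fitted effect of over 55% in size; some results filed as inactive show a strong effect at the top dose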
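Cultures pregrown in 2.5% raffinose medium are shifted to minimal medium containing 2% galactose to express toxic FUS. Compounds are tested at several concentrations. After 24hr at 30C, growth is quantified at 600 nm absorbance.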
Abeta yeast res = restores growth of yeast expressing A-beta42 peptide; hit rate 0.063% among 410,000; Potency, µM (doses to about 46.1 µM), for inactives: at the highest dose growth rescue, hits mostly activators; yeast expressing A-beta42, growth rescue, OD600, 48 h; response scale: 0% DMSO, 100% iron-clioquinol control; also: potency is read from the fitted curve at half-maximal effect; nearly all actives have a fitted effect of over 55% in size
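Growth rescue measured by 600 nm absorbance after 48 h yeast culture at 30 C with compound. Values normalized between DMSO and an equimolar ferric chloride plus clioquinol control.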
WRN helicase inh = blocks human WRN helicase; Q14191; WRN helicase unwinding, fluorescent forked duplex, kinetic; Potency, µM (top dose mostly 114 µM), for inactives: at the highest dose activity change, negative = inhibition, actives largely listed as inhibitors; hit rate 0.46% among 360,000; also: potency is read from the fitted curve at half-maximal effect; % is scaled to controls: 0 for no effect and ±100 for the full control effect; nearly all actives have a fitted effect of over 55% in size
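Screening of the MLSMR collection measured strand separation of a quenched forked DNA duplex (100 nM) by 20 nM WRN with 2 mM ATP, all final. Compounds were preincubated with enzyme 15 min at room temperature.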
* marks the source's active call; other numbers are inactive results; ? = inconclusive; · = not tested or not shown; & = joins results of further samples; [ ] = dose if it differs, or a comment. Unless noted, calls follow the shape of the dose curve; as a rule, active = well fitted curve in the direction sought with a large enough effect; inconclusive = small, poorly fitted or top-dose-only effect, or another doubt; inactive = no such curve, though single readings can be large; an effect the other way counts as inactive or inconclusive. Compounds were not picked by outcome, and some 4.1% of all compounds hit somewhere here.

SMILES	PI5P4K alpha inh	IL-2 act	EPAC1 ag	EPAC1 antagonist	PLK1 PBD block	FUS suppressor	Abeta yeast res	WRN helicase inh
Cc1nc(OCc2ccccc2)c2sc3nc4c(cc3c2n1)COC(C)(C)C4	-3	-0.4	-8%	5%	-22%	13%	-7%	7%
CCO[C@@H]1OC(C(=O)O)=C[C@H](C2CC2)[C@H]1CCCO	16	-0.2	-18%	8%	-3%	-2%	-25%	9%
O=C(CCNS(=O)(=O)c1ccccc1)NNC(=O)COc1ccccc1F	0	0.2	-6%	3%	-12%	-11%	11%	4%
CC(=O)Nc1ccc(SCCN2CC[C@@H](C(C)(C)C)CCC2=O)cc1	-1	-2.8	-10%	-2%	11µM*	19%	5%	3%
O=C(Nc1c2c(nn1-c1ccc([N+](=O)[O-])cc1)CS(=O)(=O)C2)c1ccco1	-1	-1.6	3%	17%	-3%	-3%	-7%	6%
[O-][n+]1onc2c3cc(-c4ccccc4)nnc3ccc21	-8	-3.4	-12%	0%	-4%	·	-19%	-28%
Cc1ccc(NC(=O)C(=O)NNC(=O)c2cccs2)cc1	-4	-2.0	1%	?	2%	-31%	-4%	-15%
Oc1ccc(C[C@H]2CNC(=S)N2CCc2cc(C(F)(F)F)cc(C(F)(F)F)c2)cc1	10	-0.8	-19%	-28%	-10%	43%	2%	-13%
CCC1=NN(C(=O)C(=O)Nc2ccccc2OC)C(O)(C(F)(F)F)C1 (centres undefined)	·	-0.1	-4%	11%	2%	-5%	-19%	-17%
CCn1c(SCC(=O)Nc2sc3c(c2C#N)CCC(C(C)(C)C)C3)nnc1-c1ccco1 (centres undefined)	-6	0.5	0%	-4%	-24%	15%	1%	2%
CCCCCCC(=O)NNC(=O)c1c(O)c2ccccc2n(CCC)c1=O	-6	-0.3	6%	-18%	6%	-4%	-14%	1%
COc1ccc(C(=O)OCC(=O)c2c(N)n(C)c(=O)n(C)c2=O)cc1OC	-8	-0.7	10%	-3%	-12%	-21%	-16%	3%
CC1C=CCC2C(=O)N(c3cccc(C(=O)NCc4ccccc4)c3)C(=O)C12 (centres undefined)	-14	15	10%	-12%	-8%	24%	19%	-11%
CCOc1ccc(/C=N/NC(=O)c2ccc(Cn3cc([N+](=O)[O-])cn3)o2)cc1	-1	-1.0	-8%	-12%	-3%	40%	10%	-7%
Cc1ccc(NC(=O)CCC(=O)NN=Cc2ccc(C)o2)c(C)c1	-8	0.7	-5%	-25%	1%	-13%	0%	-6%
CCC1(c2ccccc2)NC(=O)N(CC(=O)Nc2ccc(Cl)c(S(=O)(=O)N3CCCCC3)c2)C1=O (centres undefined)	-6	-3.2	9%	-21%	-4%	?	14%	-8%
O=[N+]([O-])c1ccc(Sc2n[nH]c(-c3ccncc3)n2)nc1	-6	-3.0	9%	11%	-7%	-30%	-1%	0%
COC(C[C@@H](O)C[C@@H](O)[C@H](C)OCc1ccccc1)OC	8	-1.1	0%	2%	-1%	-16%	1%	-5%
COc1cc(/C=C/C(=O)O)cc(S(=O)(=O)N2CCN(S(=O)(=O)c3ccc(Cl)cc3)CC2)c1OC	-1	2.8	13%	11%	-4%	24%	3%	-7%
O=C(CN1CCN(c2ccc(C(F)(F)F)cn2)CC1)NCc1ccc2c(c1)OCO2	6	0.4	-2%	11%	5%	-9%	-8%	-13%
CCCCCCCCCCn1cc(C(C)=O)c(=O)[nH]c1=O	4	0.9	11%	-13%	-6%	7%	-16%	-3%
CCn1c(SCC(=O)Nc2ccc(NC(=O)c3ccco3)cc2)nnc1-c1cccs1	-18	-0.9	-5%	-12%	-11%	28%	2%	20%
CCC(C(=O)NC1CCCC1)N(C(=O)c1snc(C(N)=O)c1N)c1ccc2c(c1)OCCO2 (centres undefined)	·	0.4	-6%	0%	-4%	12%	-2%	-5%
Cc1cc(N2CCN(Cc3ccc4c(c3)OCO4)CC2)n2ncnc2n1	·	3.5	-1%	-1%	0%	21%	6%	-5%
O=C(NC1CC1)C1=C[C@H](c2csc3ccccc23)C[C@H](OCc2ccc(CO)cc2)O1	-1	-0.2	-5%	1%	3%	27%	7%	4%
Cc1ccc(C)c(Sc2ccc(NC(=O)CCN3C(=O)NC4(CCCC4)C3=O)cc2)c1	23	0.2	16%	-14%	0%	?	27%	-10%
Cc1nnc(NC(=O)c2ccc(F)c(S(=O)(=O)N3CCCCC3)c2)s1	2	-0.5	-12%	-26%	-16%	12%	9%	-7%
Cc1ccc(S(=O)(=O)NCC(=O)N2CCC(C)CC2)cc1	-4	-0.2	-9%	-7%	30µM*	-17%	-24%	6%
O=C(/C=C/c1ccccc1)C1=C(O)C(=O)N(CCO)C1c1ccccc1[N+](=O)[O-] (centres undefined)	-12	-1.4	-5%	-10%	-10%	50%	-14%	2%
CC(=O)Nc1cc(-c2ccc(C(=O)N3CCOCC3)cc2)cn2c(-c3ccc(C(C)=O)cc3)cnc12	1	-0.1	-5%	11%	-9%	?	-16%	9%

Entries listed so far marked active in PLK1 PBD block:
| canonical_smiles | PI5P4K alpha inh | IL-2 act | EPAC1 ag | EPAC1 antagonist | PLK1 PBD block | WRN helicase inh |
| --- | --- | --- | --- | --- | --- | --- |
| CC(=O)Nc1ccc(SCCN2CC[C@@H](C(C)(C)C)CCC2=O)cc1 | -1 | -2.8 | -10% | -2% | 11µM* | 3% |
| Cc1ccc(S(=O)(=O)NCC(=O)N2CCC(C)CC2)cc1 | -4 | -0.2 | -9% | -7% | 30µM* | 6% |

Later entries:
SMILES	PI5P4K alpha inh	IL-2 act	EPAC1 ag	EPAC1 antagonist	PLK1 PBD block	FUS suppressor	Abeta yeast res	WRN helicase inh
CSCCC1NC(=S)N(Cc2ccccc2)C1=O (centres undefined)	-6	-2.9	10%	6%	-11%	-19%	?	5%
Cc1ccc(C(=O)Nc2nnc(S(=O)(=O)N3CCCCCC3)s2)cc1	-18	-2.4	0%	?	-21%	-6%&5%	0%&-17%	-4%
O=C1c2ccccc2NC(c2ccccc2O)N1c1ccc(F)cc1 (centres undefined)	-3	0.0	5%	-19%	0%	11%	-1%	-8%
Cc1ccccc1NC(=O)NCCCCc1ccccc1	0	1.3	-25%	-4%	-2%	7%	-9%	-16%
Cc1ccc(COc2ccc(CNCCCN3CCCCCC3=O)cc2)cc1	3	-2.9	8%	5%	-1%	-4%	15%	-19%
O=C(CCN1CCCC1)Nc1ccccc1	-4	-3.7	-8%	7%	1%	-12%	10%	6%
COc1ccc(OC)c(NC(=O)COC(=O)CCc2ccc(S(=O)(=O)N3CCOCC3)cc2)c1	10	-4.0	-3%	7%	8%	·	5%	-12%
CCOC(=O)C(C)(C)N(Cc1cccc(C)c1)S(=O)(=O)c1cccc([N+](=O)[O-])c1	22	-0.4	0%	-11%	2%	25%	?	-15%[57.1 µM]
O=C(O)c1cccc(N2C(=O)c3cc4cccc(Br)c4cc3C2=O)c1	1	0.3	6%	0%	-11%	-8%	-15%	-10%
CC(CCc1ccccc1)NC(=O)c1ccccc1 (centres undefined)	0	1.0	2%	5%	-4%	-2%	1%	-1%
CN(C)C(=O)c1cccc(-c2cnc3cccnn23)c1	-2	-0.3	1%	3%	5%	-10%	1%	-4%
CC1CCCC(NC(=O)CN2CCN(S(=O)(=O)c3cccs3)CC2)C1C (centres undefined)	1	0.1	-1%	-11%	2%	1%	9%	8%
N/C(CC1CC1(Cl)Cl)=N\OC(=O)c1ccccc1 (centres undefined)	-3	2.1	-5%	17%	3%	-3%	-7%	11%
O=C(CN1C(=O)C2C3C=CC(C3)C2C1=O)NC1CCCc2ccccc21 (centres undefined)	-3	0.6	6%	-10%	-2%	7%	10%	1%
CCn1c(SCC(=O)Nc2nc3ccc(OC)cc3s2)nc2c1c(=O)n(C)c(=O)n2C	·	-0.9	6%	0%	-13%	?	8%	-5%
CCC(=O)Nc1c2c(nn1-c1ccccc1)CSC2	1	-1.2	2%	-8%	-6%	-12%	14%	-3%
Fc1ccc(/C=N/NC(=S)NCCc2ccccc2)cc1F	-1	-4.0	6%	-24%	-11%	23%	?	?
O=C1C(Cl)=C(NCC2CCCO2)C(=O)N1CCc1ccccc1 (centres undefined)	·	0.8	6%	-2%	-5%	2%	0%	-11%
Cc1nn(Cc2c(F)c(F)c(F)c(F)c2F)c(C)c1NC(=O)c1ccc(COc2ccccc2Cl)cc1	-10	-0.1	16%	-18%	-5%	·	-4%	-4%
O=C(O)C1CCC2CCCC21 (centres undefined)	0	0.1	0%	-9%	4%	-17%	5%	3%
O=C(Cn1nnc2ccccc21)NCc1ccccc1	7	0.0	1%	13%	-9%	?	-19%	-5%
Cc1[nH]n(-c2ccccc2)c(=O)c1C(c1ccc(O)c([N+](=O)[O-])c1)c1c(C)[nH]n(-c2ccccc2)c1=O	-25	-2.1	-1%	-17%	24µM*	33%	-5%	?
O=C(Nc1nc2ccccc2s1)c1cccc(S(=O)(=O)N2CCc3ccccc32)c1	14	0.4	14%	-16%	0%	25%	-6%	-1%
COc1ccc(CNC(=O)c2ccc(C)o2)cc1	0	5.2	1%	-5%	-7%	2%	3%	-5%
O=C(COC(=O)C1CCN(C(=O)Nc2ccccc2)CC1)NCC(F)(F)F	2	-0.1	0%	-10%	-1%	12%	-3%	-6%
Cc1c(Cl)cccc1NC(=O)Cn1c(CCC(=O)O)ccc1-c1ccccc1	10	-1.2	11%	-12%	-1%	8%	16%	-6%
CCOC(=O)CNC(=S)N(Cc1cccs1)C1CCCC1	-3	-0.5	-8%	-6%	1%	·	27%	-17%
C=CCC[C@@H](CCCCC)OC(=O)/C=C/[C@H](O)[C@@H](O)C[C@H](O)CC=C	14	-0.6	-27%	-26%	-11%	?	11%	-6%
CN1C(=S)SC(C)(C)C1/[N+]([O-])=C/c1cccnc1 (centres undefined)	-2	22	3%	6%	-9%	13%	1%	5%
COc1ccc(/C=N/N2CCOCC2)cc1OCc1ccccc1	7	0.6	2%	-1%	-8%	-17%	-9%	-3%
CCCCn1c(SCC(=O)Nc2ccc3c(c2)OCO3)nc2c1c(=O)n(C)c(=O)n2C	·	-1.6	-1%	-1%	-7%	15%	-10%	-4%
CC(=O)Oc1ccc(C(=O)Nc2cc(C)on2)cc1	-22	0.5	7%	2%	-3%	-14%	0%	1%
Cc1ccc(CN2CCN(/N=C/C(Br)=C\c3ccccc3)CC2)cc1	18	-0.6	12%	-10%	-10%	1%	-93%[inhibitor]	2%
